NCOA2 inhibitor = human SRC2 (NCOA2) inhibition. Q15596. HEK293 GAL4-SRC2 luciferase reporter, luminescence. inhibition, % at 9 µM. actives 0.17% (n = 370,000). AID 651957;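 active = inhibition above the mean inhibition of all tested compounds plus 3 SD, set per campaign, cut at about 52% in these data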;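 also: 0% = DMSO treated cells and 100% = cells given Gossypol at 36 µM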
ABCB6 inh 2 = blocks the human ABCB6 transporter | Q9NP58 | K562-ABCB6 porphyrin accumulation, flow cytometry, 1 h; stronger effect = lower value | fluorescence ratio to DMSO, % at 10 µM | actives 0.19% (n = 360,000) | AID 602162;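 active = fluorescence ratio to DMSO below 75%, the collection mean minus 3 SD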;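 also: signal is porphyrin accumulated inside mitochondria; 100% equals median channel fluorescence of DMSO control wells; lower ratio means ABCB6 inhibition with less porphyrin fluorescence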
Glyco luc inh = blocks N-linked glycosylation in D54 reporter cells; D54 ERlucT glycosylation luciferase reporter, 24 h; percent of 100 nM tunicamycin response; reporter increase, % at 12.5 µM; actives 0.23% (n = 360,000);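 active = mean luciferase reporter signal, scaled so untreated is 0 and the glycosylation-blocking control 100, at or above a set limit in every replicate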;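 also: luciferase carries N-glycosylation sites so blocking glycosylation raises the light; 0% = median of neutral control wells and 100% = median of 100 nM tunicamycin wells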
MC4R ag barr = agonists of human melanocortin 4 receptor (MC4R) beta-arrestin | P32245 | U2OS MC4R beta-arrestin complementation, luminescence; percent of melanotan II response, DMSO zero | activation, % at 8.9 µM | actives 0.98% (n = 360,000) | AID 540308;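 active = activation above a per-plate cutoff, the mean activation of sample wells on that plate plus 3 SD, cut at about 8% in these data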
Target sequence (P32245 whole entry, looked up): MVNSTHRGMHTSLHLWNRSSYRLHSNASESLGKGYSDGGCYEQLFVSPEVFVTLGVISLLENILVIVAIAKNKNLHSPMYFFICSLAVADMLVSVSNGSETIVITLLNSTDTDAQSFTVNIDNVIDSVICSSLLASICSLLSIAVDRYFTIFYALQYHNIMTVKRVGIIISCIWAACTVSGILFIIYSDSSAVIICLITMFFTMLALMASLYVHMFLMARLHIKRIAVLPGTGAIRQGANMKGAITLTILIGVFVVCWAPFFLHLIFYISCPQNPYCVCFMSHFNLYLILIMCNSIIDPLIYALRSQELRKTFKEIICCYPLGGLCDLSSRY
TLR9-MyD88 inh = inhibitors of human TLR9-MyD88 binding; AID 504734; CHO BLA complementation TLR9-MyD88, CCF4 FRET ratio; inhibition, % at 4.98 µM; actives 0.21% (n = 340,000); Q9NR96+Q99836;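 active = inhibition above the mean over all tested compounds plus 3 SD, cut at about 21% in these data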;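 also: 0% = DMSO only wells and 100% = clavulanate BLA inhibitor control wells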
NOD2 RIPK2 PPI = inhibitors of human NOD2-RIPK2 interaction. actives 0.38% (n = 360,000). inhibition, % at 4.98 µM. O43353. CHO BLA complementation NOD2-RIPK2, CCF4 ratio; in the data active = inhibition above about 21%;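 also: 0% = vehicle only and 100% = reference blocker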
Target sequence (O43353 whole entry, looked up): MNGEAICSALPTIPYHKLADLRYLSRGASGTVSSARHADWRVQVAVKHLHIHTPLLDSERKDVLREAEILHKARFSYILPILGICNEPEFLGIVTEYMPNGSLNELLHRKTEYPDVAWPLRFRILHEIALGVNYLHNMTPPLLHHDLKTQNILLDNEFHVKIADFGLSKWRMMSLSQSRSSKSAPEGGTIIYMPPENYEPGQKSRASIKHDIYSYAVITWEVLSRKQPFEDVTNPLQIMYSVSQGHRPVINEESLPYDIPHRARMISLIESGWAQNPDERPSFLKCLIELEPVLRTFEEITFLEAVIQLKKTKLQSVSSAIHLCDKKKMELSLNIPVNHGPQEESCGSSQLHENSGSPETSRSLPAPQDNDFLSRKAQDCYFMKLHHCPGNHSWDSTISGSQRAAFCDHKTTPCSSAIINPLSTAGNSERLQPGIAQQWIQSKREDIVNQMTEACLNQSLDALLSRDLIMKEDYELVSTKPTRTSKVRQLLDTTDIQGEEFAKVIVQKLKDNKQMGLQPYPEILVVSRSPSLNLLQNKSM
HTR2A ag = agonists of mouse serotonin 5-HT2A receptor (HTR2A) | actives 0.66% (n = 360,000) | activation, % at 7.6 µM | AID 624169 | P35363 | CHO-K1 mHTR2A beta-arrestin complementation, luminescence; percent of 30 µM serotonin response;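 active = activation above a run cutoff, the mean activation of all tested compounds plus 3 SD, cut at about 14% in these data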;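 also: 0% = plate median of compound wells and 100% = 30 µM serotonin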
Cardio protect = myocardial damage modulation in H9c2 cells. AID 588492. H9c2 cardiomyocytes, H2O2 injury protection, ATPLite, 2 h. protection from H2O2 cell death, % at 20 µM. actives 0.63% (n = 360,000);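 active = compounds giving at least 50% protection of heart cells from peroxide-induced death in the single-dose screen, raw or plate-pattern-corrected value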;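 also: 0% = DMSO wells with peroxide and 100% = DMSO wells without peroxide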
MC4R antagonist = human MC4R antagonism in cAMP assay; P32245; MC4R-expressing cells, MTII-stimulated cAMP, LANCE TR-FRET; inhibition, % at 6.5 µM; actives 0.48% (n = 360,000); AID 540295;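 active = inhibition above its plate's cutoff, the mean of tested wells on that plate plus 3 SD, cut at about 29% in these data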;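 also: 0% = Melanotan II alone and 100% = Melanotan II plus saturating MCL0020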
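material = U2OS cells stably expressing human melanocortin 4 receptor (MC4R) | also added = Melanotan II challenge | dosing = single nominal compound dose of 6.5 µM | detection = TR-FRET with Eu-cAMP and labeled anti-cAMP, 671 nm | replication = singlicate | timing = compound 30 min, challenge 1 h, detection 1 h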
ABHD5-PLIN5 inh = inhibitors of human ABHD5-perilipin-5 interaction | inhibition, % at 4 µM | actives 0.78% (n = 360,000) | Split G. princeps luciferase complementation, luminescence, 4 h | AID 602281;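 active = inhibition above the mean inhibition across every tested compound plus 3 SD, cut at about 22% in these data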;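 also: 0% = DMSO only wells and the 100% control is not disclosed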
* = called active by the depositor; . = no result given; & = joins results of further samples. Only part of the results is shown (hit frequency here may not be typical).

SMILES	NCOA2 inhibitor	ABCB6 inh 2	Glyco luc inh	MC4R ag barr	TLR9-MyD88 inh	NOD2 RIPK2 PPI	HTR2A ag	Cardio protect	MC4R antagonist	ABHD5-PLIN5 inh
N#Cc1cc2c(nc1SCC(N)=O)CCCCC2	-43	97	-4	-1.0	-2	-3	-3	5	1	1
Cc1ccc(CC(=O)O/N=C(\N)c2ccncc2)cc1	6	100	0	0.0	-8	-10	-5	-3	5	6
CC(=O)N1CCc2cc(S(=O)(=O)NC(C(=O)NC3CCCc4ccccc43)C(C)C)ccc21 (stereo not given)	-10	102	-2	2.0	3	7	4	11	16	1
COc1ccccc1/C=C/C(=O)Nc1cccc(S(=O)(=O)N2CCOCC2)c1	21	87	1	0.1	-2	-3	7	-2	2	-2
CCOc1ccc(S(=O)(=O)Nc2cccc(C(=O)N3CC(C)OC(C)C3)c2)cc1 (stereo not given)	11	100	1	-0.3	11	-19	3	-2	7	8
O=c1oc(-c2ccc(F)cc2)nc2ccsc12	-9	92	3	-1.6	4	-38	-1	16	6	-3
CCOC(=O)NC(=O)/C(C#N)=N\Nc1ccc(Cl)cc1	-35	97	1	-1.6	5	1	5	-29	9	1
COCCCNC(=O)/C=C1\Sc2ccccc2N(Cc2ccccc2F)C1=O	-14	97	-2	0.3	-3	5	-9	-2	44*	6
CC1Cc2nc(SCC(=O)NCc3ccco3)n(Cc3ccccc3)c(=O)c2S1 (stereo not given)	-4	99	1	-0.1	6	-6	0	23	4	0
Cc1cc(C)cc(NC(=O)C(Sc2nnc(C)c(=O)[nH]2)c2ccccc2)c1 (stereo not given)	-32	90	3	-1.0	4	6	1	-2	13	-1
CC(=O)Nc1sc(N/N=C\c2ccccc2Cl)nc1-c1cccs1	0	98	-4	-1.3	-4	-18	3	6	5	-33
COc1ccc(C(=O)C(=O)N2CCC(c3ccccc3)CC2)cn1	-6	.	.	.	.	-3	0	.	.	-1
CCn1c(=O)n(CC)c2cc(N3CCCC3)c(NC(=O)c3cccc(C)c3)cc21	1	96	4	-1.0	1	-3	-3	10	1	4
O=C1Cn2c(nc3ccccc32)N1c1cccc(C(F)(F)F)c1	-24	107	2	5.3	-8	2	-2	-6	7	-8
CCc1nc2ccc(C(=O)N3CCN(C)CC3)cn2c1N(CCC(C)C)CCN(C)C	-12	106	2	0.3	.	-5	3	5	-4	-1
Cc1ccc2c(c1)C(c1ccc(F)cc1)N(C(=O)C1CC1)CC(=O)N2 (stereo not given)	-22	84	2	-0.7	6	-5	-3	3	2	0
CCOc1cc(C(=O)O)ccc1OCCOc1ccccc1	-7	98	0	-1.1	-6	-4	11	5	0	-1
O=C(COC(=O)c1ccc(NS(=O)(=O)c2cccs2)cc1)NCC1CCCO1 (stereo not given)	-2	101	0	-2.5	-3	-7	2	2	4	-3
c1ccc(C2=Nc3cccc4cccc(c34)N2)cc1	1	92	2	-1.8	3	5	-4	-2	16	-1
CC1=C(C(=O)Nc2ccccc2C(=O)NCCCN2CCN(C)CC2)SCCO1	-8	96	2	-0.2	3	-4	-4	-4	2	-5
O=C(CN1CCCC1)NCC1(c2ccccc2)CCOCC1	1	103	-1	1.4	2	-7	4	6	14	-4
COc1ccc(-c2cn3cccnc3n2)cc1NC(=O)CC(C)C	-24	100	1	-0.4	-8	0	1	3	1	7
O=c1oc(-c2ccccc2Br)nc2ccccc12	11	99	17	-1.6	-4	-1	0	10	-7	11
NC(=O)c1ncn([C@@H]2O[C@H](CNC(=O)[C@H](N)CSCc3ccccc3)[C@@H](O)[C@H]2O)n1	-11	96	1	-1.7	-3	-10	-5	14	-1	-8
CCn1cc(C2=NC(C(C)C)CO2)c2ccccc21 (stereo not given)	1	77	0	0.6	6	-2	-6	-14	2	-2
OCCN1CCN(c2nc(-c3ccccc3)nc3c2oc2ccccc23)CC1	-5	119	14	23*	-1	10	-8	12	2	21
CC(C)OC(=O)C(NC(=O)c1ccccc1)=C1CCCCC1	-26	100	0	-2.3	5	-3	1	0	7	1
O=c1ccc(Oc2nc(N3CCCCC3)nc(N3CCCCC3)n2)n[nH]1	-5	100	4	-2.6	4	-8	3	2	4	6
CCc1ccc(S(=O)(=O)Nc2ccc(-c3ccc4nnc(C)n4n3)cc2)s1	-4	100	5	1.8	1	-2	-4	8	-1	1
CCc1ccc(OCC(=O)Nc2ccc(S(=O)(=O)N3CCOCC3)cc2)cc1	8	97	2	-0.2	-8	7	-6	-6	-2	-6
Cc1cc(C)c2oc(C(=O)NCc3ccccc3)cc(=O)c2c1	-24	98	-2	-1.7	8	1	3	13	3	2
CC(=O)NCCc1c[nH]c2ccc(OCc3ccccc3)cc12	8	92	0	-0.2	.	-8	-4	-5	8	8
CCOc1ccc(NC(=O)C2CC(=O)N(Cc3ccco3)C2)cc1 (stereo not given)	-5	102	0	-1.5	-13	-3	3	2	2	-3
COc1ccc(C(=O)CC(Nc2ccc([N+](=O)[O-])cc2)c2ccc(Cl)cc2)cc1 (stereo not given)	18	93	-3	2.1	-3	-10	1	-4	0	8
CCC(=O)Nc1nn(C)c2nc3c(C)cccc3cc12	1	104	3	-0.5	3	-2	-4	20	-14	2
Cc1cccc(NC(=O)/C(C#N)=C/c2ccc[nH]2)c1C	-20	102	2	-3.3	-6	-5	-6	-4	-3	-2
O=C1CCCc2c1cc(C(=O)NCc1ccco1)c(=O)n2-c1ccccc1	-2	105	2	-1.0	7	0	-1	3	9	0
CCOP(=O)(Nc1ccc2oc(=O)c3ccccc3c2c1)OCC	-37	99	2	-1.0	-2	-19	4	7	23	-11
COc1cc(/C=N/n2cnnc2)ccc1Oc1nc(Cl)ncc1F	30	97	3	-2.0	-8	0	-2	0	3	-1
CC(C)n1nc(C(=O)NCCc2ccc(S(N)(=O)=O)cc2)c2ccccc2c1=O	-5	91	1	1.9	-4	7	7	0	0	6

Sorted by value in HTR2A ag (falling): 3 from the list above
| SMILES | HTR2A ag |
| --- | --- |
| CCOc1ccc(NC(=O)C2CC(=O)N(Cc3ccco3)C2)cc1 (stereo not given) | 3 |
| Cc1cc(C)cc(NC(=O)C(Sc2nnc(C)c(=O)[nH]2)c2ccccc2)c1 (stereo not given) | 1 |
| c1ccc(C2=Nc3cccc4cccc(c34)N2)cc1 | -4 |

Going on with the list.
SMILES	NCOA2 inhibitor	ABCB6 inh 2	Glyco luc inh	MC4R ag barr	TLR9-MyD88 inh	NOD2 RIPK2 PPI	HTR2A ag	Cardio protect	MC4R antagonist	ABHD5-PLIN5 inh
O=C(N/N=C/c1cccc(C(F)(F)F)c1)c1ccccc1O	-47	97	6	-0.9	-3	4	-3	-20	-3	-4
COc1cccc(CNC(=O)CCCc2c[nH]c3ccccc23)c1	-12	98	-2	-2.8	3	14	13	-3	1	-2
O=C(CSc1nnc(Nc2ccccc2F)s1)NC(=O)CN1CCCC1=O	-25	89	1	0.1	-3	4	8	2	5	4
COc1cccc(-c2nnc(-c3ccc4ccccc4c3)o2)c1	-83	97	-8	-1.4	2	-9	-1	-12	4	-5
CC1(C)CC(=O)C/C(=N\NC(=O)C2C3CCCCC32)C1 (stereo not given)	-37	109	1	-1.5	12	-5	1	11	-3	0
CSc1nc(C)cc(OCC(=O)N/N=C/c2ccccc2O)n1	-13	96	18	-1.6	-7	4	0	48	-12	4
Cc1cnc(C(=O)Nc2ccc(F)cc2)cn1	-36	101	-3	-2.2	3	-1	-1	2	-7	0
CC1CCCCC1NC(=O)CCCn1c(=S)[nH]c2ccccc2c1=O (stereo not given)	1	88	1	-1.3	-4	-5	3	6	-3	-8
Cc1ccc(F)cc1NC(=O)CCC(=O)c1cccs1	13	150	-2	-1.1	-4	-8	1	10	9	4
CN(CC(=O)Nc1cccc(F)c1)C(=O)COc1cccc2c1OC(C)(C)C2	1	94	14	-3.2	1	1	-11	-5	9	0
CCN1CCN(C(=O)/C=C/c2ccc(OC)cc2)CC1	7	97	1	-0.1	-7	3	-4	4	4	-5
CC(C)(C)NC(=O)N1CCN(c2ncccc2C(F)(F)F)CC1	8	103	-3	-1.7	-3	-2	-5	12	7	-1
CCC(C)(C)NC(=O)C(c1cccc(OC)c1)N(C(=O)c1ccn[nH]1)c1cccc(OC)c1 (stereo not given)	18	93	-3	-1.8	5	-8	2	24	4	-6
COC(=O)C(C(=O)NCC1CCCO1)C1CCCC1 (stereo not given)	-7	99	-2	0.9	2	-6	-2	2	0	5
COc1ccccc1/C=C/C=N/n1c(-c2cc(C)[nH]n2)n[nH]c1=S	-25	97	1	-0.6	11	-16	4	-4	4	15
Cc1cc(NS(=O)(=O)c2ccc(NC(=O)COc3c(C)cc(Br)cc3C)cc2)no1	-16	102	33*	0.5	-4	-3	-1	-3	15	-3
CCOC(=O)C(NS(=O)(=O)c1ccccc1)(C(F)(F)F)P(=O)(OC(C)C)OC(C)C (stereo not given)	-2	110	3	0.6	-5	-12	6	-2	-1	-3
Cc1cc(C(=O)OCC(=O)Nc2cccc(S(N)(=O)=O)c2)c(C)o1	2	101	0	-0.7	-7	-2	2	3	-1	4
Cc1cc(NC(=O)c2ccc3sc([C@@H]4O[C@H](CO)[C@H](O)[C@H](O)[C@H]4O)nc3c2)no1	-22	100	3	0.3	.	-4	21*	8	-5	17
O=[N+]([O-])c1ccc(N2CCN(c3nc(-c4ccc(Cl)cc4)cs3)CC2)cc1	1	100	0	-0.4	3	0	3	-7	8	2
COc1ccc(OC)c2sc(NC(=O)C3COc4ccccc4O3)nc12 (stereo not given)	-26	99	4	0.7	3	2	3	4	-1	-3
COc1cc2c(C#N)c(N3CCCC3)nc(N)c2c(N)n1	10&-18	106&101	1&0	1.0&-0.4	-9&1	-9&-7	1&-5	0&-7	-12&-10	-8&-8
CCOc1ccccc1NC(=O)COC(=O)Cc1ccsc1	28	95	1	-4.5	2	-2	1	3	-7	-4
NS(=O)(=O)c1ccc(CCNC(=O)Cc2ccccc2[N+](=O)[O-])cc1	-13	101	1	-0.7	5	-17	-2	-1	14	1
COc1ccccc1C1=NOC(COC(=O)c2ccc3ccccc3n2)C1 (stereo not given)	-16	96	4	-0.1	3	-12	-4	2	10	3
CCCCN(CCCNC(=O)c1ccc(CS(=O)(=O)c2ccc(OC)cc2)o1)Cc1ccccc1	5	106	0	-2.6	7	-8	-6	3	-1	-6
CC(C)CC(c1nnnn1Cc1ccco1)N1CCN(c2cccc(Cl)c2)CC1 (stereo not given)	2	114	-7	-0.4	0	0	-3	-2	6	-4
CC(=O)c1ccc(N2CCN(C(=O)CCS(=O)(=O)c3ccc4c(c3)NC(=O)CS4)CC2)cc1	-1	106	-6	0.3	4	-2	1	-3	0	-7
CC1CCc2sc3ncnc(N4CCN(C)CC4)c3c2C1 (stereo not given)	18	103	-2	0.3	-3	-5	-5	11	9	-1
Cc1cc(N2CCOCC2)nc(SCC(=O)c2ccccc2)n1	-56	100	0	-1.0	-1	3	-2	2	0	-3
O=C1N=C(N2CCOCC2)S/C1=C/c1ccc(-c2ccc(F)cc2)o1	4	101	-5	-0.1	-8	-2	11	29	14	4
